From PubChem BioAssay
yeast rad50 = NCI yeast anticancer drug screen, S. cerevisiae rad50 strain; % growth inhibition at 50 µM; 79,000 tested, 10% active; AID 155;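 also: 0% = growth of vehicle-only cultures of the same strain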
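DNA repair mutant yeast, compound exposure, growth read-out; inhibition is taken relative to vehicle.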
yeast sgs1 mgt1 = NCI yeast anticancer drug screen, S. cerevisiae sgs1 mgt1 strain; growth inhibition, % at 50 µM; 78,000 tested, 10% active; AID 161;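 also: 0% = growth of vehicle-only cultures of the same strain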
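Mutant yeast exposed to compound; growth scored against vehicle-only wells.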
cln2 rad14 = NCI yeast anticancer drug screen, S. cerevisiae cln2 rad14 strain. 78,000 tested, 8.3% active. AID 165. growth inhibition, % at 50 µM;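 also: 0% = growth of vehicle-only cultures of the same strain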
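Yeast strain cln2 rad14, bearing defects in cell cycle control and DNA repair, serves as the test system; values reflect growth inhibition compared with vehicle.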
yeast mlh1 rad18 = NCI yeast anticancer drug screen, S. cerevisiae mlh1 rad18 strain; growth inhibition, % at 50 µM; 79,000 tested, 11% active;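 also: 0% = growth of vehicle-only cultures of the same strain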
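Yeast w/ defined DNA-repair lesions; compound exposure; growth vs vehicle controls → % inhibition.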
bub3 = NCI yeast anticancer drug screen, S. cerevisiae bub3 mutant strain. 78,000 tested, 9.9% active. growth inhibition, % at 50 µM. AID 167;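 also: 0% = growth of vehicle-only cultures of the same strain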
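Steps: expose the mutant yeast strain to compound; grow alongside vehicle-treated cultures; measure growth; express inhibition against the vehicle cultures.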
mec2-1 = NCI yeast anticancer drug screen, S. cerevisiae mec2-1 strain. AID 157. % growth inhibition at 50 µM. 79,000 tested, 9% active;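 also: 0% = growth of vehicle-only cultures of the same strain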
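Using mec2-1 yeast: add compound, measure growth, express inhibition versus vehicle-treated cultures.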
An asterisk follows results filed as active. Rule as the data show it: active = growth inhibition above about 70%; inactive = the rest.

SMILES | yeast rad50 | yeast sgs1 mgt1 | cln2 rad14 | yeast mlh1 rad18 | bub3 | mec2-1
Cc1ccc(S(=O)(=O)N/N=c2\c(C)c(C3=NS(=O)(=O)c4cc(S(N)(=O)=O)c(Cl)cc4N3)oc3c(Cl)cc(Cl)cc23)cc1 | 78* | 56 | 66 | 59 | 61 | 47
CC(=O)N(C)N=Nc1ccc(C(F)(F)F)cc1 | -8 | -9 | -30 | -4 | -6 | -13
CC1CC(C)CC(NC2=NCCO2)C1 (stereo not given) | -4 | 22 | 28 | 21 | 8 | 22
N/C(=N\N=C\c1c[nH]c2cc(C(F)(F)F)ccc2c1=O)NO | -11 | 28 | 11 | 2 | 3 | -7
COc1ccc2c(c1)CC[C@@H]1C2CC[C@]2(C)OC(=O)CCC12 (stereo not given in full) | 73* | 77* | 67 | 72* | 73* | 67
COC(=O)CC(=O)C[P+](c1ccccc1)(c1ccccc1)c1ccccc1 | 6 | 15 | 18 | 5 | -18 | -19
CCCC(=O)NC(Nc1cc(C)ccn1)(C(=O)OCC)C(F)(F)F (stereo not given) | -5 | 9 | 7 | -32 | 16 | 8
CCCCCCCCCCCCCCCC1=NN(c2ccc([N+](=O)[O-])cc2)C(=O)C1 | 15 | -26 | -8 | 1 | 1 | -4
Clc1ccc2ccc3cccnc3c2n1 | -38 | -13 | 8 | -25 | 20 | -10
C[P+](Cc1ccc([N+](=O)[O-])cc1)(c1ccccc1)c1ccccc1 | -3 | -3 | -2 | -7 | -10 | -19
NCC(=O)NC1(C(=O)NCC(=O)O)CCCC1 | -2 | -21 | -14 | 1 | 6 | -2
O=S(=O)(Nc1cccc(Cl)c1)c1ccc(F)cc1 | -8 | -13 | -5 | 2 | -11 | -11
O=c1c2c(nc3n1CCC3)OC(c1ccccc1)C2 (stereo not given) | 0 | -6 | -45 | 13 | -3 | 4
CNC(=O)OCc1c(COC(=O)NC)c2n(c1C)-c1ccc(OC)cc1CCC2 | 86* | 90* | 88* | 87* | 87* | 89*
O=[N+]([O-])c1cccc2nc(-c3ccccn3)n(CCc3ccccn3)c12 | -11 | -12 | -22 | -16 | -15 | -11
COC(=O)c1ccc(C)cc1C1CN=NC12Cc1c(C)cccc1C2=O (stereo not given) | -2 | -6 | -3 | -6 | 4 | 7
C=CCC1(C)C(=O)CCC1=O | -18 | 1 | -13 | -4 | 1 | -6
CCOC(=O)C(C(=O)OCC)C(CC(=O)c1ccccc1)c1ccccc1 (stereo not given) | 29 | 19 | 15 | 20 | 35 | -7
O=c1cc(O)nc(CO)[nH]1 | -4 | -42 | -15 | 3 | 4 | -6
CCCc1[nH]nc(-c2n[nH]c(CCC)c2CC)c1CC | -6 | -6 | 4 | 5 | -39 | -19
CN(C)c1nc(=NCc2cccs2)ss1 | 71* | 77* | 45 | 66 | 60 | 46
O=C1C(Cl)=C(Cl)C(=O)C2CC=CCC12 (stereo not given) | 99* | 100* | 99* | 100* | 100* | 99*
OC1CCC(COC(c2ccccc2)(c2ccccc2)c2ccccc2)O1 (stereo not given) | 99* | 98* | 98* | 98* | 99* | 98*
Cc1cc(C(=O)C(C#N)=Nc2ccc(N(C)C)cc2)c(CN2C(=O)c3ccccc3C2=O)c(=O)n1C | 23 | 19 | -28 | 6 | -6 | -12
Cn1c(=O)c2c(nc(OC3CCCCC3)n2C)n(C)c1=O | 14 | 29 | 26 | -3 | 58 | -1

Following part
SMILES | yeast rad50 | yeast sgs1 mgt1 | cln2 rad14 | yeast mlh1 rad18 | bub3 | mec2-1
ClC(Cl)(Cl)C(c1ccc(Br)cc1)c1ccc(Br)cc1 | -18 | 1 | -43 | 0 | 17 | -30
O=C1C(O)=C(c2ccccc2)C(=O)N1c1ccccc1 | -25 | -12 | -62 | 10 | 7 | -9
COc1ccccc1NC(=O)CSC(N)=O | 71* | 93* | 58 | 74* | 88* | 62
CCC1(c2ccccc2)CCCC/C1=N/NC(N)=O (stereo not given) | 3 | -1 | 2 | -9 | -6 | -17
CCN(CC)c1ccc(N=Nc2ccc(-c3nc4ccc[n+](C)c4s3)cc2)cc1 | 90* | 88* | 88* | 89* | 91* | 89*
CC(=O)OCC1CCCO1 (stereo not given) | -25 | -21 | -44 | -32 | 20 | -9
CCS(=O)(=O)c1ccc(NC(=O)OC(C)(C)C)cc1 | 6 | -1 | 11 | -14 | 15 | 1
CCCC1=C(OC)C(=O)c2c(C)cc(Cl)nc2C1=O | 48 | 86* | 79* | 39 | 88* | 48
CCN(c1ccc(C=O)cc1)c1ccc([N+](=O)[O-])cc1[N+](=O)[O-] | 51 | 74* | 18 | 39 | 8 | 26
O=S(=O)(O)c1cc(O)c2c(O)c(N=Nc3cccc4ccccc34)c(S(=O)(=O)O)cc2c1 | 0 | -18 | 10 | 2 | -14 | -14
COCCC(N)C(=O)O (stereo not given) | 6 | -15 | -23 | 3 | -12 | -13
CC(=O)c1cccc(NC(=S)Nc2cccc(C(C)=O)c2)c1 | 15 | 17 | 9 | 21 | 29 | 9
CC(=O)N1c2ccccc2S(=O)(=O)c2ccccc21 | 2 | 1 | -16 | 0 | 2 | 13
Cc1ccc2c(c1)C(=O)CC=C(C(=O)O)N2 | -2 | 0 | -33 | 2 | 5 | -4
COc1cc(OC)c2c(c1)OC(c1ccccc1)CC2=O (stereo not given) | -3 | -18 | 2 | 12 | 14 | 3
CC(C)CCOC(=O)c1ccccc1Cl | 18 | 11 | 12 | -15 | 0 | 18
C=CC(O)CCCC (stereo not given) | 8 | 1 | 6 | 18 | -17 | -33
O=c1c2ccccc2ncn1C1OC(CO)C(O)C1O (stereo not given) | 18 | -14 | 5 | -2 | 7 | -19
CC(=O)Oc1ccc(O)c(C(=O)O)c1 | 2 | -5 | -1 | 17 | 0 | -7
CC(=O)Nc1cc(Cl)ccc1C | 40 | 26 | 16 | 24 | 6 | 30
COc1ccccc1-n1c(C)nc2[nH]ncc2c1=O | -4 | -2 | -2 | 0 | 0 | -4
CC(C)OCC(O)COc1ccc2ccc(=O)oc2c1 (stereo not given) | -6 | -6 | 15 | -8 | -7 | -17
Cc1ccc(OC(=O)N2C/C(=C\c3ccccc3)C(=O)/C(=C/c3ccccc3)C2)cc1 | -20 | -40 | -2 | -35 | -14 | -22
COc1ccc(/C=C2\CCNC2=O)cc1 | 18 | -7 | -19 | 1 | -11 | -13
O=C1C=CC2(CCC23C=CC(=O)O3)O1 (stereo not given) | 13 | 11 | 4 | 20 | 12 | 2

Ordered by length of the SMILES (lowest first): part of the list above.
SMILES | yeast rad50 | yeast sgs1 mgt1 | cln2 rad14 | yeast mlh1 rad18 | bub3 | mec2-1
C=CC(O)CCCC (stereo not given) | 8 | 1 | 6 | 18 | -17 | -33
COCCC(N)C(=O)O (stereo not given) | 6 | -15 | -23 | 3 | -12 | -13
CC(=O)OCC1CCCO1 (stereo not given) | -25 | -21 | -44 | -32 | 20 | -9
CC(=O)Nc1cc(Cl)ccc1C | 40 | 26 | 16 | 24 | 6 | 30
COc1ccccc1NC(=O)CSC(N)=O | 71* | 93* | 58 | 74* | 88* | 62
COc1ccc(/C=C2\CCNC2=O)cc1 | 18 | -7 | -19 | 1 | -11 | -13
CC(=O)Oc1ccc(O)c(C(=O)O)c1 | 2 | -5 | -1 | 17 | 0 | -7
O=C1C=CC2(CCC23C=CC(=O)O3)O1 (stereo not given) | 13 | 11 | 4 | 20 | 12 | 2
Cc1ccc2c(c1)C(=O)CC=C(C(=O)O)N2 | -2 | 0 | -33 | 2 | 5 | -4
COc1ccccc1-n1c(C)nc2[nH]ncc2c1=O | -4 | -2 | -2 | 0 | 0 | -4
COc1cc(OC)c2c(c1)OC(c1ccccc1)CC2=O (stereo not given) | -3 | -18 | 2 | 12 | 14 | 3
CCCC1=C(OC)C(=O)c2c(C)cc(Cl)nc2C1=O | 48 | 86* | 79* | 39 | 88* | 48
CCS(=O)(=O)c1ccc(NC(=O)OC(C)(C)C)cc1 | 6 | -1 | 11 | -14 | 15 | 1
ClC(Cl)(Cl)C(c1ccc(Br)cc1)c1ccc(Br)cc1 | -18 | 1 | -43 | 0 | 17 | -30
CC(=O)c1cccc(NC(=S)Nc2cccc(C(C)=O)c2)c1 | 15 | 17 | 9 | 21 | 29 | 9
CCN(c1ccc(C=O)cc1)c1ccc([N+](=O)[O-])cc1[N+](=O)[O-] | 51 | 74* | 18 | 39 | 8 | 26
Cc1ccc(OC(=O)N2C/C(=C\c3ccccc3)C(=O)/C(=C/c3ccccc3)C2)cc1 | -20 | -40 | -2 | -35 | -14 | -22
O=S(=O)(O)c1cc(O)c2c(O)c(N=Nc3cccc4ccccc34)c(S(=O)(=O)O)cc2c1 | 0 | -18 | 10 | 2 | -14 | -14

The list goes on.
SMILES | yeast rad50 | yeast sgs1 mgt1 | cln2 rad14 | yeast mlh1 rad18 | bub3 | mec2-1
CC(=O)Nc1ccccc1C | 12 | -1 | -6 | 3 | 5 | -7
OC1COCCC(O)(CNCc2ccccc2)C1O (stereo not given) | 7 | -4 | 8 | -9 | -7 | 17
O=C(c1ccncc1)n1nc(-c2ccccc2)c(N=Nc2ccc([N+](=O)[O-])cc2)c1-c1ccccc1 | 11 | 37 | 6 | 22 | 42 | -16
Cc1ccc(S(=O)(=O)OC2C(C)OCOC(C)C2OS(=O)(=O)c2ccc(C)cc2)cc1 (stereo not given) | 25 | 6 | 17 | -4 | 93* | 12
CSc1cnn(CCC#N)c(=O)n1 | 16 | 20 | 2 | 2 | 16 | 14
CCOC(=O)NC(C)(C)CN(CCCO)C(=O)OCC | 3 | 4 | 4 | -6 | -11 | -15
O=S(=O)(c1ccc(NC(=S)N2CCOCC2)cc1)N1CCCCC1 | -3 | -10 | 2 | 9 | -6 | 1
Cc1[nH]nc(C(F)(F)F)c1N=NN1CCOCC1 | 99* | 100* | 100* | 99* | 99* | 100*
Cc1c(C)n2c(=O)n(-c3ccccc3)c(=O)n2c1=O | -38 | -6 | -27 | -2 | -8 | -27
COc1ccc2nc3cc(Cl)ccc3c(Nc3ccc(O)c(CNCCO)c3)c2c1 | 89* | 81* | 17 | 30 | -7 | 32
Cc1[nH]c(C(=O)O)c(C)c1C(=O)O | 3 | 1 | -26 | 2 | 2 | -8
CCCCCCC#CC(=O)OC | -3 | 2 | 15 | 24 | -12 | -22
N#Cc1ccc[n+](CCC(N)=O)c1 | 5 | -9 | -1 | 4 | -13 | -22
CC(C)CCCC(C)[C@H]1CC[C@H]2[C@@H]3CC[C@H]4C[C@@H](CCC=C(c5cc(Cl)c(O)c(C(=O)OC(C)C)c5)c5cc(Cl)c(O)c(C(=O)OC(C)C)c5)CC[C@]4(C)[C@H]3CC[C@]12C (stereo not given in full) | 18 | 23 | 19 | -32 | 12 | 9
COc1ccccc1NC(=O)CC(=O)n1nc(-c2ccccc2)c(N=Nc2ccccc2[N+](=O)[O-])c1-c1ccccc1 | 0 | 28 | 0 | 16 | 25 | -16
CCCOc1ccc(C(N)=S)c2ccccc12 | 0 | 8 | -28 | 12 | 20 | 1
COc1ccc(C2=C(Cl)c3cc(OC)c(OC)cc3C2Cl)cc1 (stereo not given) | 15 | 21 | 12 | -42 | 0 | 23
CC(C)CCNC(=O)C(C)O (stereo not given) | 17 | 2 | -22 | 26 | -2 | -5
CC(=O)c1cc([N+](=O)[O-])c[nH]1 | 9 | 1 | -19 | 0 | 9 | 1
NC(=O)CCN(CCC(N)=O)c1ccc2c(c1)C(=O)c1ccccc1-2 | -7 | -8 | -23 | -15 | 16 | -6
CCCCCCCC/C=C\CCCCCCC(F)C(=O)O (stereo not given) | 25 | 16 | 6 | -43 | -12 | 5
CC1(C)OC2C(/C=C\C(=O)c3ccccc3)OC(n3ccc(=O)[nH]c3=O)C2O1 (stereo not given) | -37 | 6 | 13 | -2 | -2 | 10
CC(C)C/C(=N\NC(N)=O)C1=CCCCC1 | 11 | -1 | -40 | 12 | 0 | 4
NCCCCC(NC(=O)C(CO)NC(=O)C(CO)NC(=O)CN)C(=O)NC(CO)C(=O)NC(CCCCN)C(=O)N1CCCC1C(=O)NC(CCCCN)C(=O)NC(CC(=O)O)C(N)=O (stereo not given) | 2 | -6 | -5 | 11 | 9 | -8
Nc1nc(C2CCCC2)c(Br)c(=O)[nH]1 | -24 | -17 | 2 | -9 | 3 | -4
CCCCCCC(=O)CC(C)C | 15 | 29 | 21 | 19 | 12 | 1
COc1cc(OC)c(C2c3cc4c(cc3OC(C)(N3CCCC3)C2C)OCO4)c(OC)c1 (stereo not given) | 4 | 5 | -9 | 20 | 9 | 15
NC1(C(=O)OCc2ccccc2)CCCC1 | 19 | -14 | 2 | 38 | -2 | -5
NC(=S)N/N=C/c1ccncc1 | -26 | -18 | -26 | -53 | 9 | -11
CC#CC(C)(C)N(C)C | -17 | -9 | -21 | 14 | 13 | -8

An excerpt of these results, tab-delimited:
structure	yeast rad50	yeast sgs1 mgt1	cln2 rad14	yeast mlh1 rad18	bub3	mec2-1
CCCCCCC#CC(=O)OC	-3	2	15	24	-12	-22
CCCOc1ccc(C(N)=S)c2ccccc12	0	8	-28	12	20	1

Random draw from the library; any-hit rate near 14%.
